Assay outcomes deposited in PubChem BioAssay by The Scripps Research Institute Molecular Screening Center.
sPLA2-III inh – Blocks human group III sPLA2 activity. Q9NZ20. QFRET BODIPY PC-A2 liposome hydrolysis, fluorescence. inhibition, % at 12.2 µM. 370,000 compounds, 0.56% hits. AID 743126;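 active means inhibition above mean plus 3 SD of compounds lying within the high and low control bounds, cut at about 19% in these data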;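 further: 0% = median of test compound wells and 100% = no enzyme DMSO wells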
hcDAF12 agonist – activates DAF-12 receptor from parasite H. contortus; HEK293 hcDAF-12 lit1-tk-luc reporter, luminescence; 0% DMSO, 100% Δ7-dafachronic acid; activation, % at 6.8 µM; 370,000 compounds, 1.4% hits; AID 652067;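 active means activation above the mean of all tested compounds plus 3 SD, cut at about 5.5% in these data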;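 further: 100% = response to 3 µM Δ7-dafachronic acid high control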
DAX1 inh-1 – inhibitors of human orphan nuclear receptor DAX1 (NR0B1) | P51843 | HEK293 Gal4-DAX1 luciferase reporter, luminescence | inhibition, % at 6.75 µM | 340,000 compounds, 0.99% hits | AID 504766;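 active means inhibition above the mean over all tested compounds plus 3 SD, cut at about 4.2% in these data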;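 further: 0% = DAX1-transfected cells with DMSO and 100% = empty-vector control cells with DMSO; inhibition shows as a rise in luminescence from relieved DAX1 repression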
DAX1 inh-2 – blocks DAX1 repression of SF-1 activated StAR promoter | HEK293T StAR-luciferase reporter, SF-1/DAX-1 repression relief | inhibition, % at 6.8 µM | 370,000 compounds, 1.1% hits | AID 652010;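 active means inhibition above the mean over all tested compounds plus 3 SD, cut at about 3.6% in these data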;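 further: 0% = DAX-1 cells with DMSO and 100% = cells lacking DAX-1 with DMSO; higher inhibition means more luminescence from relief of DAX-1 repression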
GAA850 FXN act – activators of GAA850 frataxin (FXN) promoter; HEK293 lucGAA850 FXN promoter luciferase reporter, 24 h; percent of 10 µM SAHA response; activation, % at 6 µM; 360,000 compounds, 0.56% hits; AID 540364;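 active means activation above the average of all compounds screened plus 3 SD, cutoff fixed separately per campaign, cut at about 7.5% in these data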;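 further: 0% = DMSO wells and 100% = 10 µM SAHA wells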
hgDAF12 agonist – agonists of H. glycines DAF-12 nuclear receptor; HEK293 GAL4-hgDAF12 UAS-luciferase reporter, agonist luminescence; normalized to butyrate control; activation, % at 6.8 µM; 370,000 compounds, 1.8% hits; AID 687014;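 active means activation above a cutoff set at the mean of all screened compounds plus 3 SD, cut at about 10% in these data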;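 further: 0% = DMSO wells and 100% = sodium butyrate wells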
ssDAF12 agonist – activators of S. stercoralis DAF-12 nuclear receptor. HEK293 ssDAF-12/GRIP1 lit1-tk-luc reporter, luminescence; % of 3 µM dafachronic acid response. activation, % at 6.8 µM. 370,000 compounds, 1% hits. AID 652126;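 active means activation above the mean over all tested compounds plus 3 SD, cut at about 0.9% in these data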;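 further: 0% = DMSO-only wells and 100% = 3 µM delta7-dafachronic acid wells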
PLC-beta3 inh – PLC-beta3 (human) inhibition, primary screen; 370,000 compounds, 0.18% hits; inhibition, % at 12.2 µM; Purified PLC-beta3, fluorogenic substrate, fluorescence; Q01970; in the data active means inhibition above about 11%;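 further: 0% = median of compound wells on plate and 100% = full blocker control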
Target sequence (Q01970 whole entry, looked up): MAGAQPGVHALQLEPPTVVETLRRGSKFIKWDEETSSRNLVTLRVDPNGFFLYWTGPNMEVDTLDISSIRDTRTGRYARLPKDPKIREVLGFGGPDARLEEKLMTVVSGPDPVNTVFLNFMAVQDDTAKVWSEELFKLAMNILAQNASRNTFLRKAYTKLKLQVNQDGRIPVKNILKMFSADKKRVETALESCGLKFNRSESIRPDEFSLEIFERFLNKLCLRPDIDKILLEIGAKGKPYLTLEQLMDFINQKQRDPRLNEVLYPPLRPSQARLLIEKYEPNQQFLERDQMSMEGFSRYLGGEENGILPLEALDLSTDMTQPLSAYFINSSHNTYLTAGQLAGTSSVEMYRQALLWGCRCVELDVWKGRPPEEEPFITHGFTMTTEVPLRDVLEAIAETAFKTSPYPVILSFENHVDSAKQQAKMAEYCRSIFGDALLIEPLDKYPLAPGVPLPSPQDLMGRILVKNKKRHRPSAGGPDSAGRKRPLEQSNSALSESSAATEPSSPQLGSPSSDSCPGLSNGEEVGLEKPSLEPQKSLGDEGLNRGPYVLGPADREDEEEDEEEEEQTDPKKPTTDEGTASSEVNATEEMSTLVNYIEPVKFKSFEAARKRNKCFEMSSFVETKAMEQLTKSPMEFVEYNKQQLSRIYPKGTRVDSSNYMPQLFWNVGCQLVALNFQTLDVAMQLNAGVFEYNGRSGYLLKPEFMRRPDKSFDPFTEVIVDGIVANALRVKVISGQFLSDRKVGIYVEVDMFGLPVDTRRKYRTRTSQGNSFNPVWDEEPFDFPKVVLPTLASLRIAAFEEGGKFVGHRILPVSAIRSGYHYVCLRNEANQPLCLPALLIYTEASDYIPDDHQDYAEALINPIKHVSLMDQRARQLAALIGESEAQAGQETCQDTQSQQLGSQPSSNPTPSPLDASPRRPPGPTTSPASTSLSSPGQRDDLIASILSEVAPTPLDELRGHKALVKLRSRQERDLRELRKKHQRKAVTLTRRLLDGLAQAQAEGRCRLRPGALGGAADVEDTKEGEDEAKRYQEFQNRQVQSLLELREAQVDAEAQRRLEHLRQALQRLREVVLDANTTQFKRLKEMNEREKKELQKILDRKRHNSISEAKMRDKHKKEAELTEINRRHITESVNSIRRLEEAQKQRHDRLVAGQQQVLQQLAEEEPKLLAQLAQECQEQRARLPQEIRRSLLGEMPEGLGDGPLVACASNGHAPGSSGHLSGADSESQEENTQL
ADAM17 inh – inhibits human ADAM17; P78536; recombinant ADAM17, EDANS/DABCYL FRET peptide cleavage; inhibition, % at 6.95 µM; 370,000 compounds, 0.83% hits; AID 720648;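 active means inhibition above the mean of compounds lying between control limits plus 3 SD, set per campaign, cut at about 8.5% in these data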;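 further: 0% = DMSO-only wells as the low control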
ADAM10 inh – ADAM10 inhibition, QFRET primary screen; O14672; recombinant ADAM10, EDANS/DABCYL FRET peptide cleavage, 3 h; inhibition, % at 7 µM; 370,000 compounds, 0.62% hits; AID 720582;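 active means inhibition above a per-campaign cutoff equal to the mean of compounds falling between control-based bounds plus 3 SD, cut at about 20% in these data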;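 further: 0% = DMSO wells while the 100% control is not disclosed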
PLCg1 inh – blocks human PLC-gamma1 enzyme activity | P19174 | purified PLC-gamma1, fluorogenic substrate, fluorescence | inhibition, % at 12.2 µM | 370,000 compounds, 0.84% hits | AID 720700; in the data active means inhibition above about 9.5%
Numbers without * were called inactive; / = no result given.

SMILES	sPLA2-III inh	hcDAF12 agonist	DAX1 inh-1	DAX1 inh-2	GAA850 FXN act	hgDAF12 agonist	ssDAF12 agonist	PLC-beta3 inh	ADAM17 inh	ADAM10 inh	PLCg1 inh
N#Cc1ccc(Oc2ccc(-c3cnc4ccccc4n3)cc2)cc1C#N	7	0.9	1.9	-0.8	0.4	-2.0	-0.8	-3	-1	-11	-3
COc1ccc2c(c1)C[C@@H]1CC(C)(C)CN1S2(=O)=O	2	-0.8	/	/	/	1.2	-0.7	0	-2	-6	1
CN(Cc1ccc(Br)cc1)C(=O)CCN1C(=O)c2cccc([N+](=O)[O-])c2C1=O	9	0.4	0.1	0.3	0.1	0.0	-1.6	-14	-1	-2	-2
O=C(O)CONC(=O)c1cc(OCC(F)(F)F)ccc1OCC(F)(F)F	-5	-1.3	0.7	0.2	-0.1	-0.2	-0.3	-4	-8	1	-3
Cc1cccc(C)c1Nc1nnc(SCC(=O)NC(=O)c2cccn2C)s1	-30	2.9	0.7	0.0	1.2	1.3	-0.8	-6	2	0	-10
CC(C)N(CCn1cnc2c([nH]c3ccccc32)c1=O)C(C)C	0	6.1*	-0.2	0.7	0.6	3.4	0.3	-12	-18	-48	-7
CN(C)S(=O)(=O)c1ccc(C(=O)OCC(=O)Nc2ccc3c(c2)OCO3)cc1	7	-1.9	0.0	1.3	2.0	2.2	-1.3	-8	-1	-13	2
CCOC(=O)CSc1nc2ccccc2c(=O)n1CCN1CCOCC1	12	-1.9	-2.2	-0.7	0.5	-0.5	-0.6	-2	-6	-16	-1
COc1ccccc1CNC(=O)c1ccc(CS(=O)(=O)c2ccccc2C)o1	-6	-0.8	-0.2	-0.2	0.0	-1.6	-1.7	-2	1	1	1
CSc1nc(NCc2ccco2)c2sc3nc(C(C)C)c4c(c3c2n1)CC(C)(C)OC4	5	-1.5	0.0	-0.6	1.1	0.9	-1.8	-7	-6	-23	-5
Cc1ccnc(NC(=O)C2CCCN(c3ncnc4c3nc3n4CCCCC3)C2)c1 (stereo not given)	8	-1.0	0.1	-1.4	0.5	-0.8	-1.1	-9	-2	-7	1
CCOC(=O)c1c(NC(=O)CSc2nnc(CN3CCOCC3)n2C)sc2c1CCCC2	-8	-2.2	0.7	-0.4	1.7	-4.4	-0.9	0	-2	6	2
c1cc(CNC23CC4CC(CC(C4)C2)C3)ccn1	11	1.4	3.6	1.1	1.1	2.9	-0.8	-3	-6	-13	1
CCN(CC)c1ccc(NC(=O)CSc2nc(C)cc(=O)[nH]2)cc1	4	-1.9	0.1	0.1	0.0	1.3	-1.4	-1	-1	-6	-3
COC(=O)[C@]12C[C@H](CC(=O)NCC3CCCCC3)C(=O)N(CCC3=CCCCC3)C1=C[C@H](COCc1ccccc1)O[C@@H]2C	-4	-0.4	/	0.5	/	-0.5	-0.2	5	-3	-2	1
Cc1cccc(-c2noc(Cc3ccc(Cl)cc3)n2)c1	-10	3.3	0.8	1.2	1.8	2.5	-1.1	0	2	20*	4
O=C(Nc1ccc(NC(=O)C2CC2)cc1)c1cccs1	-5	2.4	1.3	7.1*	4.8	7.2	-0.2	-4	0	-4	1
O=C(NNC(=O)c1cnccn1)c1ccc(Cl)c(Cl)c1	3	-2.3	0.6	-2.4	-0.6	-1.4	-1.0	-6	-6	0	2
O=C(CN1C(=O)NC2(CCOc3ccccc32)C1=O)Nc1cccc([N+](=O)[O-])c1 (stereo not given)	-9	-0.8	1.0	-4.5	0.9	2.9	-0.9	-4	2	1	1
Cc1noc(C)c1C(=O)N(C)C[C@@H]1OCc2ccccc2-c2c(n(C)c3ccccc23)C(=O)N([C@H](C)CO)C[C@H]1C	3	-1.6	2.4	-1.0	-0.8	1.1	-1.2	-3	-2	-11	-2
NC(=O)c1ccsc1NC(=O)CCc1ccccc1	-5	-0.5	-0.3	0.2	3.3	2.8	-1.0	-9	1	0	-1
C[C@H](CO)N1C[C@H](C)[C@@H](CN(C)C(=O)c2ccccn2)Oc2cc(Br)ccc2S1(=O)=O	-3	-2.7	0.2	-0.1	-1.6	0.1	-1.6	-1	-5	-9	0
COc1ccc(NC(=O)COc2ccccc2Cc2ccccc2)cc1S(=O)(=O)N1CCOCC1	-22	1.6	-2.2	1.6	-2.1	-0.2	-1.0	-21	-8	8	-4
CSc1ccc(CN(C)C(=O)c2cc(Cl)c3c(c2)OCCO3)cc1	3	-0.9	-0.1	0.1	-0.7	-1.3	-1.2	-7	1	1	-1
CCN1C(=O)N(C)[C@@H](c2ccccc2)C(C(C)=O)=C1C	1	0.1	0.1	0.2	-3.1	-3.3	-0.7	2	-1	5	1
SMILES	sPLA2-III inh	hcDAF12 agonist	DAX1 inh-1	DAX1 inh-2	GAA850 FXN act	hgDAF12 agonist	ssDAF12 agonist	PLC-beta3 inh	ADAM17 inh	ADAM10 inh	PLCg1 inh
Cc1ccc(-c2csc(NC(=O)C3=COCCO3)n2)cc1C	-9	-0.8	-1.5	-3.5	3.9	1.1	-1.0	-14	7	-6	-11
COc1ccccc1CNS(=O)(=O)c1ccc2c(c1)CC(C)N2C(=O)C1CCC1 (stereo not given)	-10	-4.4	-0.7	-6.7	-1.1	-5.5	-1.9	-4	1	3	-1
Cc1ccc(C(C)C)cc1OCC(=O)Nc1nnc(C2CC2)s1	-3	-2.1	-0.4	-0.3	-6.1	-4.8	-1.2	2	1	10	1
O=S(=O)(c1ccc(Br)cc1)c1nc(-c2ccccc2)oc1NCc1cccnc1	4	-1.4	-0.5	-0.3	1.4	-0.8	-1.5	0	3	4	-2
CCc1noc(C)c1C(=O)N1CCN(c2ccc([N+](=O)[O-])cc2)CC1	13	-2.7	-0.4	-1.5	-1.4	2.5	-1.1	1	1	-5	2
O=C(NCC1CCCO1)NC1(C(F)(F)F)Oc2ccccc2O1 (stereo not given)	-3	-0.2	0.5	0.4	1.1	-1.8	-0.7	-1	-2	1	3
COC(=O)C1(O)CC(CC(C)C)=NN1C(=O)c1ccccc1 (stereo not given)	-3	1.4	1.1	0.4	0.2	4.3	-0.9	3	-1	-5	1
CC(C)c1ccc(OCC(=O)NC2=NCCS2)cc1	2	4.6	0.8	3.7*	1.6	7.5	0.3	-4	-4	-1	-2
COc1ccc(CNC(=O)Nc2cc(C)cc(C)c2)cc1	-9	-1.5	2.2	-0.2	2.5	2.7	-1.5	-9	-7	-4	0
CCN(CC)c1ccc(C=NN2CCCCCC2)cc1	12	-2.5	0.2	-1.9	1.8	-3.5	-1.1	-17	-2	-18	-15
Cc1cc(Br)ccc1OCCOCCN1CCCC1	-7	-0.3	0.8	-0.5	3.3	0.4	-1.3	-4	-1	2	3
O=C(Nc1ccc(Br)cc1)c1cnccn1	0	-0.5	0.3	2.3	2.6	6.2	-0.3	-2	-3	1	-3
CC1CC2C3CCC4=CC(=O)CCC4(C)C3CCC2(C)C1(O)C(=O)CO (stereo not given)	10	0.1	0.0	-0.7	7.5	-4.5	-0.2	-1	-6	-13	1
COC(=O)c1csc2c(C(F)(F)F)cc(N3CCN(C(=O)Nc4ccccc4)CC3)nc12	3	-1.8	-1.6	0.8	-2.1	0.0	-1.0	-22	-8	-28	-9
CC(=O)c1ccc(S(=O)(=O)Nc2cccc(-c3cn4c(n3)SCC4)c2)cc1	-11	1.3	-1.7	-0.7	2.4	-1.0	-1.8	-2	2	3	4
O=C(c1ncn[nH]1)N1CCN(c2nc(-c3ccccc3)cs2)CC1	-8	-1.1	-0.3	-0.7	-1.1	3.1	-1.0	-2	-3	5	3
CC(=O)Nc1cccc(C(=O)NC2CCCc3c2cnn3-c2ccc(C(C)(C)C)cc2)c1 (stereo not given)	-6	-4.0	-0.7	-0.7	-0.6	-2.2	-1.8	-8	4	2	3
COc1ccccc1CNC(=O)COC(=O)c1c(C)nn(-c2ccccc2)c1Cl	1	-2.3	-0.1	-2.5	2.5	0.2	-1.4	-8	-1	4	3
CC(=O)c1cccc(NC(=O)C(C)OC(=O)CCc2nc3ccccc3c(=O)[nH]2)c1 (stereo not given)	8	-0.4	1.5	-0.4	-0.2	-1.5	-0.9	-1	-6	-22	3
O=C(COC(=O)c1cc(Br)ccc1Cl)NC(=O)NCc1ccccc1	0	0.6	-0.1	-0.7	1.2	-2.5	-1.6	-2	-3	-3	2
Cc1ccc(S(=O)(=O)N/N=C2/CC(=O)CC(C)(C)C2)cc1[N+](=O)[O-]	-2	-0.2	-0.1	0.0	-0.8	2.4	-0.6	-6	-4	-5	-2
Cc1c(C(=O)N2CCCCC2)c(S(=O)(=O)NCc2ccccc2Cl)c(C)n1C	2	-2.4	1.0	-0.1	-1.2	1.7	-1.0	1	-2	10	3
CN(C(=O)c1cccc(NC(=O)Cc2ccc(NC(=O)C3CCCN(C(=O)C4CCCCC4)C3)cc2)c1)C1CCCCC1 (stereo not given)	-21	-2.1	-1.3	-1.9	0.5	-2.2	-1.5	4	-1	-1	2
COCCCNC(=O)CSc1nc2ccccc2c(=O)n1CCCN1CCCCC1	2	1.5	-0.7	0.1	-1.2	1.7	-0.8	-4	-2	2	0
Cc1[nH]nc(N)c1N=Nc1ccc(Br)cc1	-10	0.7	/	0.6	/	5.5	-1.2	3	1	16	7
SMILES	sPLA2-III inh	hcDAF12 agonist	DAX1 inh-1	DAX1 inh-2	GAA850 FXN act	hgDAF12 agonist	ssDAF12 agonist	PLC-beta3 inh	ADAM17 inh	ADAM10 inh	PLCg1 inh
COc1cc(/C=N/NS(=O)(=O)c2ccc3ccccc3c2)ccc1OCc1ccc(C(=O)O)cc1	-15	2.9	-6.7	3.1	7.0	15*	-0.3	-16	-6	-10	-5
O=C(Nc1ccccc1)c1[nH]ncc1[N+](=O)[O-]	-20	-2.3	-0.4	-0.9	-0.7	1.6	-1.4	0	-3	-4	1
Cc1ccc(S(=O)(=O)NCCc2c[nH]c3ccccc23)cc1	-99	2.2	-0.6	0.1	2.7	-1.3	-0.3	-1	2	-1	-2
Cc1ccc(CNC(=O)CN2CCCC(C)C2)cc1 (stereo not given)	-4	0.0	0.0	-0.5	-0.4	-0.3	-1.3	0	1	0	2
CN(C(=O)CSc1nnc(Cc2cccs2)n1C1CC1)C1CCS(=O)(=O)C1 (stereo not given)	3	-0.8	0.0	0.1	2.4	-1.4	-0.9	-2	-1	-7	1
c1ccc(N=C(c2cccs2)N2CCOCC2)cc1	0	0.0	0.5	-0.6	-0.5	0.7	-1.2	1	-1	5	2
CCC(NC(=O)NNC(N)=S)(C(F)(F)F)C(F)(F)F	1	-0.5	0.5	-0.1	-0.6	0.7	-2.1	-6	1	5	2
O=C(NCc1ccccc1)C1=C[C@@H](c2ccc3c(c2)OCO3)C[C@@H](OCCCCO)O1	2	-1.6	0.3	-0.3	0.0	-0.2	-1.7	-23	-7	-21	-14
COC(=O)c1[nH]c2ccccc2c1NC(=O)c1ccccc1F	-19	0.3	/	-0.9	1.3	-2.3	-0.3	-6	0	4	1
Cc1cccc(/C=N/NC(=O)NC23CC4CC(CC(C4)C2)C3)n1	-6	-0.8	/	0.0	3.5	-0.6	-1.1	-4	0	-2	2
